SIAE inh = human SIAE inhibition, primary screen. SIAE FP-Rh probe binding, fluorescence polarization. inhibition, % at 9.66 µM. actives 0.69% (n = 370,000);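 active means inhibition above a cutoff: mean of compounds within the control limits plus 3 SD of those, cut at about 17% in these data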;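 further: 0% = plate median of compound wells and 100% = probe without SIAE protein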
Target sequence (Q9HAT2 whole entry, looked up): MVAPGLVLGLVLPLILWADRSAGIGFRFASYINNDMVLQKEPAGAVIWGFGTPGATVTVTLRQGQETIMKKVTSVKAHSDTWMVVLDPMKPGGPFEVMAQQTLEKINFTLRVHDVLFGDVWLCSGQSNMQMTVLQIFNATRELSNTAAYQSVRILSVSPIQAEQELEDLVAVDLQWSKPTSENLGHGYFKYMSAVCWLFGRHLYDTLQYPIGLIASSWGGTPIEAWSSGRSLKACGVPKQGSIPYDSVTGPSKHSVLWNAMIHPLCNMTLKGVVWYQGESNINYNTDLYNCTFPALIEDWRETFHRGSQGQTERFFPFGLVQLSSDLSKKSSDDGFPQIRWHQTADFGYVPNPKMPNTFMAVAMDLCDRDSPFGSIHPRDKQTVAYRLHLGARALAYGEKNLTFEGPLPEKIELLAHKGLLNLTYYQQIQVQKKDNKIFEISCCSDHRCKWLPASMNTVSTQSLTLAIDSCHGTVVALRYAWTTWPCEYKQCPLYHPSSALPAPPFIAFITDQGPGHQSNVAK
HTRA1 inh = HTRA1 (human) protease inhibition; actives 0.5% (n = 340,000); inhibition, % at 5.96 µM; Q92743; recombinant HTRA1, FP-rhodamine activity-based probe, fluorescence polarization; in the data active means inhibition above about 36%;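 further: 0% = enzyme with DMSO and 100% = wells lacking enzyme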
Target sequence (Q92743 whole entry, looked up): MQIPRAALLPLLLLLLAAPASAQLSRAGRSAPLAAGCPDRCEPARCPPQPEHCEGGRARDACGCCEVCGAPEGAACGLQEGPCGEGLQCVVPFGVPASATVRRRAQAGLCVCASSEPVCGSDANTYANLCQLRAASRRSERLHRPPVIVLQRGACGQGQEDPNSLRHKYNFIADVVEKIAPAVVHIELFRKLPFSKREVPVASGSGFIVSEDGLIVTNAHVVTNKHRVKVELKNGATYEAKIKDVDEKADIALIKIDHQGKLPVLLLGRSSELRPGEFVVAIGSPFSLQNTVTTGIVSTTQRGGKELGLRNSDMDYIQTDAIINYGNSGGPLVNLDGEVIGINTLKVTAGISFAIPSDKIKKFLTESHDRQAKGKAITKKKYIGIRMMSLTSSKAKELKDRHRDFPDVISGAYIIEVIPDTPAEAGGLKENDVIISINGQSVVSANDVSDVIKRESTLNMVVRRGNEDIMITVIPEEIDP
PG9 Ab binder = small molecules binding HIV-1 gp120 antibody PG9 | TR-FRET gp120-PG9 antibody binding | inhibition, % at 6.7 µM | actives 0.43% (n = 360,000); in the data active means inhibition above about 8.5%
TCR-CD3 inh = human TCR-CD3 binding inhibition; TAMRA-labeled TCR probe fluorescence, biochemical; inhibition, % at 9.4 µM; actives 0.37% (n = 360,000); AID 651800; in the data active means inhibition above about 19%;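 further: recombinant mutant TCR 2C K166C tagged with TAMRA read by polarization; 0% = receptor in buffer alone and 100% = receptor with positive control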
rCAG binder = binds r(CAG) RNA repeats | AID 651821 | r(CAG) RNA repeat, TO-PRO-1 dye displacement fluorescence | inhibition, % at 3 µM | actives 1.3% (n = 370,000);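 active means inhibition above the plate cutoff, the mean of all test compounds on that plate plus 3 SD, cut at about 35% in these data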;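 further: 0% = DMSO alone and 100% = 100 µM mitoxantrone as full dye displacement; higher means more dye released from RNA so lower well fluorescence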
LEDGF integ inh = blocks HIV-1 LEDGF/p75-dependent DNA integration. TR-FRET IN-LEDGF/p75 DNA integration, Eu/Cy5. inhibition, % at 3.7 µM. actives 0.64% (n = 370,000);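 active means inhibition above the screen-wide mean plus 3 SD, cut at about 13% in these data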;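 further: signal is the Cy5 over europium emission ratio at 671 and 618 nm; 0% = plate median of compound wells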
TDP2 absorb = blocks human TDP2 phosphodiesterase activity. inhibition, % at 12.8 µM. actives 0.34% (n = 370,000). recombinant TDP2, T5PNP hydrolysis, p-nitrophenol absorbance 415 nm;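 active means inhibition above the mean of all tested compounds plus 3 SD, set per campaign, cut at about 25% in these data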;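 further: 0% = DMSO with enzyme and 100% = buffer with substrate but no TDP2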
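Incubation: 2 h at 37 °C; Test system: recombinant human TDP2; Quantity: enzyme 120 nM; Read-out basis: percent inhibition; Medium: 50 mM Tris-HCl pH 7.5 with Mg2+, KCl, DTT, BSA; Repeats: single replicate; Compound: 12.8 µM single point, 1% DMSO; Signal: epi absorbance; Reagent: 5 mM T5PNP chromogenic substrate; Benchmarks: no-enzyme high, DMSO-plus-enzyme low.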
Rev-erbA mod = modulators of human Rev-erb alpha DNA binding. P20393. Rev-erbα–FITC-DNA binding, fluorescence polarization, 90 min. activity, % at 10 µM. actives 0.79% (n = 370,000);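 active means activity above about 14%, limit read from the data; passing the limit was not always enough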;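 further: 0% = DMSO wells with 35 nM protein and 100% = DMSO wells with 750 nM protein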
ABHD4 inh = inhibits mouse alpha/beta hydrolase domain 4. AID 720543. inhibition, % at 8.92 µM. actives 0.54% (n = 370,000). Q8VD66. purified mABHD4, FP-Rh probe fluorescence polarization;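 active means inhibition exceeding the mean over every tested compound plus 3 SD, cut at about 30% in these data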;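 further: 0% = plate median of compound wells and 100% = S159A mutant with DMSO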
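Doses – 8.92 µM, single dose · Material – wild-type mouse ABHD4 protein · Replication – single well per compound (singlicate) · Measure – percent inhibition of probe binding, normalized to plate controls · Schedule – 45 min compound pre-incubation plus 60 min probe step, 25 °C · Detection – fluorescence polarization with parallel and perpendicular emission, 525/598 nm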
PRMT1 inh = inhibitors of human PRMT1 | recombinant PRMT1, activity-based probe fluorescence polarization | inhibition, % at 2.79 µM | actives 1.3% (n = 370,000) | AID 652257;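 active means inhibition above about 21% made by adding two undisclosed values, limit read from the data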
An asterisk follows results filed as active; / = not tested or not shown. Only part of the results is shown; the hit share may differ from the screen's.

Fields: rCAG binder	LEDGF integ inh	PG9 Ab binder	Rev-erbA mod	TCR-CD3 inh	TDP2 absorb	HTRA1 inh	SIAE inh	PRMT1 inh	ABHD4 inh
O=C(CN(c1ccccc1)S(=O)(=O)c1ccccc1[N+](=O)[O-])Nc1ccccc1C(=O)N1CCOCC1
  -3	2	0.2	0	-1	-10	5	1	-3	7
Cc1ccc(O)c(-c2cc(-c3ccccc3F)[nH]n2)c1
  14	-3	2.4	-2	-4	-9	-43	-10	4	-8
COc1cc(Br)c(CNc2cc(C)ccc2C)cc1OC
  -5	-1	0.3	4	-6	10	3	1	3	11
CC(C)(C)NC(=O)C(c1ccc(F)cc1)N(C(=O)CCC(=O)Nc1ccccn1)C1CCCC1 (configuration not stated)
  -10	-5	0.0	0	-4	-2	6	2	5	1
COc1cc(NC(=O)CN(c2ccc(C)cc2)S(=O)(=O)c2c(C)n[nH]c2C)cc(OC)c1
  2	0	-0.2	0	3	-4	-23	0	2	-10
CCC(OC(=O)CN1C(=O)C(=O)c2ccccc21)C(=O)Nc1ccc(S(N)(=O)=O)cc1 (configuration not stated)
  5	-1	-0.4	4	12	-6	-2	6	1	-1
CSCCC(C)N1CCC(Oc2ccc(C(=O)NCc3ccccn3)cc2)CC1 (configuration not stated)
  -1	0	0.6	2	5	0	-1	3	-2	2
N#Cc1ccc(-c2ccc(OCC(=O)NCCCN3CCCC3=O)cc2)cc1
  0	-2	1.9	-2	-2	15	-4	11	1	2
CCCN1C(=O)/C(=C/c2nc3ccccc3c(=O)[nH]2)c2cc(C)ccc21
  13	-2	-1.7	-5	-5	-4	0	4	1	3
Cc1ccc(S(=O)(=O)N2CCCCC2)cc1C(=O)NCCC1=CCCCC1
  -6	-1	-0.2	-5	9	1	0	-4	1	0
COc1ccc(-n2cc3ccc([N+](=O)[O-])cc3n2)cc1
  5	-1	3.0	4	0	7	-10	8	-2	0
O=C1CC(c2ccccc2)Cc2nc(NCc3ccco3)ncc21 (configuration not stated)
  -4	0	-0.8	-6	3	8	-1	2	-3	-3
CC(=O)c1c(C(=O)O)c2ccccc2[nH]c1=O
  -3	-8	1.8	-3	0	-12	2	6	3	5
O=C(NCc1cccnc1)c1ccc(CS(=O)(=O)c2ccc(Br)cc2)o1
  0	0	-0.8	-2	-4	4	2	3	6	5
CN(CC(=O)Nc1ccc(Cl)c(C(F)(F)F)c1)C(=O)c1cn2ccccc2n1
  -2	-2	-1.6	20*	9	11	-5	4	-4	-2
Cc1ccc(S(=O)(=O)N(C)CCCC(=O)Nc2cc(C)ccc2C)cc1
  2	1	-0.7	-2	-3	10	-10	0	-1	4
C/C(=N/NC(=O)c1ccn(C)n1)c1ccncc1
  3	2	-3.8	-4	9	-17	/	-6	-3	-8
c1ccc2[nH]c(-c3ccncc3)nc2c1
  -3	4	-0.9	1	-1	-6	5	1	-2	7
CCOC(=O)N1CCC(Nc2c(NCCN3CCN(c4cccc(Cl)c4)CC3)c(=O)c2=O)CC1
  -1	2	-2.8	-5	4	2	-4	7	-3	0
CC(NC(=O)c1ccccc1)c1ccc(Br)cc1 (configuration not stated)
  -3	0	0.5	-4	11	-1	-1	2	-4	-3
COc1ccc(CNc2ccc(-c3ccc(OC)cc3)nn2)cc1
  4	6	-4.2	0	4	-19	-5	-6	-2	-8
CC(=O)n1c(Cl)c(NC(=O)CCl)c2ccccc21
  0	4	-0.6	5	2	1	2	2	-3	1
CCC(=O)N(CCC(c1ccco1)C(C)C)Cc1ccccc1 (configuration not stated)
  -6	0	-1.3	-1	0	2	1	3	-1	0
C/C=C(\C)c1nnc(NC(=O)c2ccco2)s1
  -2	3	0.2	-6	0	0	2	-5	-3	-1
O=C(O)c1cn[nH]c1-c1cccc([N+](=O)[O-])c1
  5	5	0.3	4	4	-11	-3	10	0	12
O=C(NC1CCCCC1)C(=S)N1CCOCC1
  -1	2	-0.7	3	-2	9	6	-2	9	0
O=C(OCC(=O)N1CCN(C(=O)c2ccco2)CC1)c1ccccc1NCCO
  0	-2	1.7	1	-8	-3	7	24*	3	4
O=C(CCc1ccccc1)N=C1SC2CS(=O)(=O)CC2N1Cc1ccc(F)cc1 (configuration not stated)
  2	-3	0.4	-4	4	-12	0	-2	1	6
CCCc1ccc(C(C)NC(=O)c2cnccn2)cc1 (configuration not stated)
  -1	1	-1.6	2	6	-2	4	-3	-1	0
COc1ccc(S(=O)(=O)N(C)C)cc1NC(=O)c1ccc(OCC2CCCO2)cc1 (configuration not stated)
  4	1	-0.3	0	3	-5	2	-2	-2	-6
Cc1ccc(S(=O)(=O)N2CCNC(=O)CC2)cc1
  -2	-4	-0.2	0	-1	10	-3	-1	2	1
Cn1c(N)c(S(=O)(=O)NCc2ccccc2Cl)c(=O)n(C)c1=O
  2	1	-2.1	-3	2	-8	2	2	0	0
COc1cccc2oc3ccc(C#CC4(N)CCCCC4)cc3c(=O)c12
  14	-2	0.0	-1	3	-6	-35	-1	-1	7
Cc1oc2nc(SCC(=O)Nc3ccc(S(N)(=O)=O)cc3)nc(NC(=O)c3ccccc3)c2c1C
  20	-1	0.9	12	10	-4	-16	-20	-3	-17
COc1ccc(C(=O)Cc2ccccc2)cc1OC
  -1	1	-2.8	1	-1	-5	6	3	1	-4
Cc1ccc(C2=N/C(=C\c3c(C)nn(-c4ccccc4)c3N3CCCC3)C(=O)O2)cc1
  3	-2	1.0	1	2	-10	3	0	-1	1
COC(=O)CN1C(=O)CC(C)(C)S(=O)c2ccccc21 (configuration not stated)
  1	-3	-2.8	-7	-13	4	3	3	5	6
O=C(NCCCn1ccnc1)c1ccc(NS(=O)(=O)c2ccc(Cl)c(Cl)c2)cc1
  11	-3	1.0	0	6	8	-6	-6	1	-3
COc1ccc(CC(=O)NCc2n[nH]c(=S)n2-c2cccc(C)c2)cc1
  0	-4	4.0	2	-2	1	6	-1	5	0
O=C(COC(=O)c1cc[n+]([O-])cc1)Nc1ccc(Cl)cc1Cl
  6	2	-1.1	-5	1	-2	0	6	-4	-3
Cc1ccc(C)c(NC(=O)CSc2nnc(CSc3nc(C)cc(C)n3)n2Cc2ccco2)c1
  -1	1	-0.5	2	0	-1	-9	-5	0	8
Cc1ccc(S(=O)(=O)NNC(=O)c2ccc(NC(=O)C3CC3)cc2)cc1
  -1	-8	-2.3	2	1	-2	3	-4	4	-2
COc1cc(OC)c(S(=O)(=O)N2CCOCC2)cc1S(=O)(=O)N1CCOCC1
  -4	-5	-0.6	4	-4	5	2	2	6	-1
CCC(C)c1ccccc1N1CC(C(=O)Nc2ccccc2N2CCCC2)CC1=O (configuration not stated)
  -7	5	-3.8	1	6	-10	3	2	1	9
CCOc1ccc(C(=O)NCCCN2CCOCC2)cc1OCC
  -4	-3	-0.4	-8	-4	2	2	7	3	6
COc1ccc(/C=N/NC(=O)c2[nH]nc3c2CCc2ccccc2-3)cc1OC
  13	3	-0.8	-20	7	6	-34	-28	0	-17
NC(N)=N/N=C(\N=Nc1ccccc1)c1ccc(Cl)cc1
  14	1	-0.9	-7	-4	-16	29	2	-8	44*
O=C(CCS(=O)(=O)c1ccccc1)Nc1ccc(S(=O)(=O)Nc2nccs2)cc1
  3	0	-2.1	-1	-5	-1	-4	1	0	-9
O=c1[nH]c(-c2ccccc2)cnc1-c1ccccc1
  2	2	0.8	-5	7	8	/	-1	0	-4
CCC1CC(C(=O)O)CC(=O)N1 (configuration not stated)
  -2	-3	-0.5	-3	-6	-1	/	-6	3	2
O=C(N/N=C/c1c(O)ccc2ccccc12)c1ccc(CO)nc1
  11	-6	-2.0	-5	34*	-20	48*	35*	1	23
C[C@@]12C(=O)N(c3cccc(F)c3)C(=O)N1[C@H](c1ccc(Cl)cc1)[C@@H]1C(=O)N(C3CCCCC3)C(=O)[C@@H]12
  7	-1	-0.7	1	-3	2	-84	1	-1	-12
O=C(CCN1C(=O)S/C(=C\c2ccccc2)C1=O)Nc1ccc(S(=O)(=O)Nc2nccs2)cc1
  77*	3	-0.5	0	0	2	-20	-6	12	-12
O=C(C1CCCCC1)N1C[C@H](O)[C@@H](n2cc(-c3ccc(F)cc3)nn2)C[C@@H]1c1ccccc1
  3	-8	-2.4	0	-6	1	-20	2	9	1
COc1ccc(O)c(C2(O)C(=O)c3ccccc3C2=O)c1
  0	-3	-0.7	-3	3	4	-3	-1	1	1
O=C(NCCN1CCOCC1)c1noc2c1CCc1ccccc1-2
  -6	-2	-0.6	-3	10	-6	-6	6	-5	4
CCCc1cc(=O)oc2cc(C)cc(OCC(=O)N[C@@H](CSCc3ccccc3)C(=O)O)c12
  62*	-3	0.7	-9	4	1	-8	-4	1	0
Cn1c(-c2ccccc2)n[nH]c1=S
  -2	1	-2.1	11	-3	-11	5	0	0	1
COC(=O)c1cnc(Nc2cccc(C(F)(F)F)c2)c([N+](=O)[O-])c1
  0	0	-2.6	4	-4	-5	0	-6	0	-7
COc1cc(C)c(C(=O)CSc2nnc(CNC(=O)c3ccco3)n2C)cc1C
  0	-6	0.3	1	-1	-13	-6	-2	1	2

2 entries from above, bar-delimited:
canonical_smiles | rCAG binder | LEDGF integ inh | PG9 Ab binder | Rev-erbA mod | TCR-CD3 inh | TDP2 absorb | HTRA1 inh | SIAE inh | PRMT1 inh | ABHD4 inh
Cc1ccc(S(=O)(=O)NNC(=O)c2ccc(NC(=O)C3CC3)cc2)cc1 | -1 | -8 | -2.3 | 2 | 1 | -2 | 3 | -4 | 4 | -2
COc1cc(OC)c(S(=O)(=O)N2CCOCC2)cc1S(=O)(=O)N1CCOCC1 | -4 | -5 | -0.6 | 4 | -4 | 5 | 2 | 2 | 6 | -1

Later entries:
Fields: rCAG binder	LEDGF integ inh	PG9 Ab binder	Rev-erbA mod	TCR-CD3 inh	TDP2 absorb	HTRA1 inh	SIAE inh	PRMT1 inh	ABHD4 inh
O=C1CSC(c2ccc(F)cc2)N1c1nc2ccccc2s1 (configuration not stated)
  1	4	-5.6	-2	-1	-4	-16	1	-2	-8
CCC1=Nc2cc(C(=O)NCCCOC(C)C)ccc2Sc2ccccc21
  -5	3	3.0	4	-18	-3	-23	-1	1	-16
Cc1ccc(C(=O)NNC(=S)NC(=O)COc2ccccc2)cc1
  2	-3	-1.2	-9	8	2	-7	1	8	-1
O=c1c(OC2OC(CO)C(O)C(O)C2O)c(-c2ccc(O)c(O)c2)oc2cc(O)cc(O)c12 (configuration not stated)
  3	70*	-6.2	2	16	-5	27	0	10	15
CS(=O)(=O)c1ccccc1-c1nc(-c2ccc([N+](=O)[O-])cc2)no1
  -3	-2	-1.0	-1	2	-4	-5	3	-2	2
COc1ccc(CCNC(=O)COc2ncnc3ccccc23)cc1OC
  -1	-2	-0.2	-2	-5	10	1	2	2	-7
C=CCN1C(=O)/C(=C\C=C2\N(C)c3ccccc3C2(C)C)SC1=S
  -9	-3	-1.1	25*	-15	-4	-12	-57	-4	-33
CCCC1(CCC)NC(=O)N(CC(=O)Nc2ccccc2OC)C1=O
  -1	0	2.1	-4	2	-6	-4	-3	-2	-1
